Screens (PubChem BioAssay)
GRP78 ERSR act: inducers of ER stress response in human glioma cells; U87-MG GRP78 promoter luciferase reporter, 16 h; 420,000 tested, 0.02% active; Potency, µM, for the others: at the highest dose activation, most hits filed as activators; AID 602332; also: potency is read from the fitted curve at half-maximal effect; series mostly up to about 76 µM; % of control where 0% means no effect; nearly all actives have a fitted effect of over 35% in size
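ERSR induction read as luciferase luminescence (Bright-Glo, 10 min at room temperature) in stably transfected human U87-MG glioma cells exposed to compounds for 16 h, using GRP78 as sensor.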
Vif-APOBEC3F blk: blocks the Vif interaction with APOBEC3F. Potency, µM (doses to about 46.1 µM), inactives show at the top dose activity, negative = active. 390,000 tested, 0.2% active. HeLa A3F-eYFP + Vif (tagged APOBEC3F with the HIV-1 protein that degrades it), YFP fluorescence increase; also: potency is read from the fitted curve at half-maximal effect; % of control where 0% means no effect; nearly all actives have a fitted effect of over 65% in size
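HeLa cells stably expressing Vif plus C-terminally eYFP-tagged A3F were seeded, incubated overnight at 37 deg C, dosed with compound, incubated overnight again at 37 deg C. Yellow fluorescence (Ex 488/Em 500-530) reported blocked Vif-mediated A3F-eYFP degradation.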
LDHA block: LDHA (human) enzyme inhibition; purified LDHA, NADH/diaphorase-resazurin fluorescence; stronger effect = lower value; activity change, % (values are at about 110 or 230 µM); 480,000 tested, 0.15% active; in the data active = activity change below about -30%; inconclusive = mostly about -25% to -30%;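 also: plate controls were DMSO wells for no effect and wells without enzyme for full effect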
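Resorufin fluorescence (ex540/em590), read at 0 and 20 min after diaphorase/resazurin addition, reports the NADH left after a 5 min room-temperature reaction of 2 nM human LDH5 with 0.06 mM NADH and 0.2 mM pyruvate.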
Vif-A3G inh: Vif-A3G binding inhibition; HeLa A3G-eYFP + Vif (tagged APOBEC3G with the HIV-1 protein that degrades it), YFP fluorescence, overnight; Potency, µM (doses to about 46.1 µM), for inactives: at the highest dose activity, negative = active, most hits filed as inhibitors; 410,000 tested, 0.076% active;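 also: potency is read from the fitted curve at half-maximal effect; % is scaled to controls: 0 for no effect and ±100 for the full control effect; nearly all actives have a fitted effect of over 60% in size; hits raise eYFP signal because A3G escapes Vif-driven loss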
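Read-out is eYFP fluorescence (Ex 488/Em 500-530) from Vif-expressing HeLa A3G-eYFP cells; more signal means A3G escaped Vif-mediated degradation. Cells plated overnight, compound pinned in, incubated overnight at 37 deg C.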
ERG Ets-DNA blk: blocks human ERG Ets domain binding to DNA. P11308. fluorescence polarization, His-ERG Ets domain / labelled DNA. Potency, µM (doses to about 76.9 µM), for inactives: at the top dose FP activity, negative = inhibition, usual class: inhibitors. 370,000 tested, 0.028% active. AID 624246; active = well fitted inhibition curve with a large enough effect in the polarisation, with a control signal flat; inconclusive = small, poorly fitted or top-dose-only effect, or effect the other way, or a change in a side signal; inactive = no such curve, though single readings can be large or run the other way; the % refers to the polarisation;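 also: polarization taken with two DNA probes labelled with fluorescein and Texas red; potency is read from the fitted curve at half-maximal effect; % of control where 0% means no effect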
Target sequence (P11308 whole entry, looked up, the tested form may be a part): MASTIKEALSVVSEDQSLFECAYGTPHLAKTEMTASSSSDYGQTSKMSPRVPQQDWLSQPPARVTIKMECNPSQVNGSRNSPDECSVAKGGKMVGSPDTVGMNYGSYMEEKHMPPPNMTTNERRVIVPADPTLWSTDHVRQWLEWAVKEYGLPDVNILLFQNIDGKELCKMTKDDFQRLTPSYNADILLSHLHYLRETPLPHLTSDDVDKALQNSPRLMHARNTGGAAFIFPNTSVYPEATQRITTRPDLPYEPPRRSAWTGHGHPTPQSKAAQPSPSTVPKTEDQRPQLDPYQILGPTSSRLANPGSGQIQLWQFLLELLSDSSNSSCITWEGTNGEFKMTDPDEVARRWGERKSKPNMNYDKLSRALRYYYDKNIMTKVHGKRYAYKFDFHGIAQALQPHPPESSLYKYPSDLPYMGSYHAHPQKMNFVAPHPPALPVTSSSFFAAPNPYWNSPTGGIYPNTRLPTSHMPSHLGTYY
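His-tagged ERG Ets domain (1 uM in the protein solution; 300mM KCl, 50mM Tris-HCl, 1mM EDTA, 1mM DTT, pH 7.5) received compound, then a probe mix of 5 nM fluorescein-DNA and 100nM Texas-615-DNA. Fluorescence polarization was read for both dyes.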
D2 antag: antagonizes the human D2 dopamine receptor. P14416. HEK293 TREx D2 cells, calcium flux, dopamine EC80. inhibition, % at 10 µM. 340,000 tested, 2% active; in the data active = inhibition above about 30%; also: 0% is about no effect
Target sequence (P14416 whole entry, looked up): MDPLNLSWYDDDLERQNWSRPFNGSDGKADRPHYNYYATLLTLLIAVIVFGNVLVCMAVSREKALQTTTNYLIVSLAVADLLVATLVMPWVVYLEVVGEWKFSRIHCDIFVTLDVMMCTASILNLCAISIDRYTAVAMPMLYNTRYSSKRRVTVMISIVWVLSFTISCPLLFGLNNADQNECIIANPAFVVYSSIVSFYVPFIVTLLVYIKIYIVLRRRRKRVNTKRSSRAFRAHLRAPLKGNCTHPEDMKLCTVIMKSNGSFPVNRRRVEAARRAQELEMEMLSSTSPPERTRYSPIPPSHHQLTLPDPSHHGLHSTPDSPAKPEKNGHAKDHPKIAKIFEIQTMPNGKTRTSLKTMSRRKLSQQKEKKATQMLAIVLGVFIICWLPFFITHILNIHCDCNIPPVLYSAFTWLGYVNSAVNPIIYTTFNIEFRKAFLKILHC
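Antagonism is scored as inhibition of an EC80 dopamine-evoked calcium signal in a force-coupled, tetracycline-inducible HEK293 T-REx D2 line, with compound present 180 s before agonist.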
D2 agonist: activates the human D2 dopamine receptor; P14416; HEK293 T-REx D2 cells, calcium flux agonist mode; activation, % at 2 µM; 340,000 tested, 0.53% active; AID 485358;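 active = activation over 3 SD above normal in the single-dose calcium agonist read, cut at about 30% in these data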; also: 0% is about no effect
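Tetracycline-induced HEK293 T-REx cells with force-coupled D2 receptor, plated overnight at 30 C, loaded with no-wash calcium dye. After a 10 s baseline, compound was pin-added and calcium flux read kinetically for 180 s; calcium rises flagged agonists.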
RGS4 inhibitor: blocks human RGS4-accelerated GTP hydrolysis; Potency, µM (series often up to 114 µM), without a hit: at the top dose activity change, negative = inhibition, most hits filed as inhibitors; Transcreener GDP fluorescence polarization, RGS4-accelerated GTP hydrolysis; 390,000 tested, 0.039% active; also: potency is read from the fitted curve at half-maximal effect; % is scaled to controls: 0 for no effect and ±100 for the full control effect; nearly all actives have a fitted effect of over 75% in size; some results filed as inactive show a strong effect at the top dose
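MLSMR compounds (23 nl, pin-transferred) preincubated 10 min at room temperature with a 500nM (2x) first reagent, then RGS4 at 900nM (2x) plus Transcreener GDP mix added; fluorescence polarization (620/688 nm) read before and after 90 min at 30 °C.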
12-LOX inh: blocks human arachidonate 12S-lipoxygenase; Potency, µM (highest dose often 108 µM), without a hit: top-dose activity change, negative = inhibition, most hits filed as inhibitors; P18054; 580,000 tested, 1.1% active; purified 12hLO, xylenol orange hydroperoxide absorbance; also: potency is read from the fitted curve at half-maximal effect; % is scaled to controls: 0 for no effect and ±100 for the full control effect
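Purified human 12hLO at 150 nM in 25 mM Hepes, 0.01% Triton X-100, pH 7.0, preincubated 15 min at room temperature with compound. Reaction started with 40 uM arachidonic acid, 30 min at room temperature. Hydroperoxide measured by Fe-xylenol orange, 573/405 nm absorbance ratio.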
An asterisk follows results filed as active; u = inconclusive; x = not tested or not shown; [ ] = dose if it differs, or a comment. Unless noted, calls follow the shape of the dose curve; as a rule, active = well fitted curve in the direction sought with a large enough effect; inconclusive = small, poorly fitted or top-dose-only effect, or another doubt; inactive = no such curve, though single readings can be large; an effect the other way counts as inactive or inconclusive.

structure | GRP78 ERSR act | Vif-APOBEC3F blk | LDHA block | Vif-A3G inh | ERG Ets-DNA blk | D2 antag | D2 agonist | RGS4 inhibitor | 12-LOX inh
CC[C@]12c3[nH]c4cc(CCC(=O)N(C)C)ccc4c3CCN1C(=O)[C@@H](CC(=O)NC(C)(C)C)C[C@@H]2C(=O)N1CCN(C(=O)c2ccco2)CC1 | -1% | 0% | -1 | 9% | 12% | x | x | 9% | 0%
CC(C)(C)S(=O)N1Cc2cc(C(=O)NCc3ccc(Oc4ccccc4)cc3)nc(-c3cccc(-c4cc5ccccc5o4)c3)c2[C@H]1CCO (some centres not stated) | -10% | x | -6 | -10% | x | x | x | x | u
CC1=C(C(=O)N(C)C)CC(CC(=O)NC2CCCCC2)C(=O)N1Cc1ccc(C(C)(C)C)cc1 (configuration not stated) | 0% | -1% | 1 | -7% | x | x | x | x | 9%
Cc1ccc(-c2nc3ccccc3[nH]2)cc1NC(=S)NC(=O)c1ccccc1Br | 5% | -3% | -6 | 1% | 4% | -34 | 0.3 | -13% | 9%
CC1CCN(S(=O)(=O)c2ccc(Cl)s2)CC1 | 0% | 7% | -4 | -1% | u | x | x | -21% | -22%
O=C(Cc1ccc(S(=O)(=O)N2CCCCC2)s1)Nc1ccc(F)c(F)c1 | -4% | -4% | -3 | 0% | 2% | 3 | 0.4 | -17% | -25%
C=CCSc1nnc(NC(=O)CSc2nc(CCC)cc(=O)[nH]2)s1 | -4% | 7% | -12 | -1% | 3% | -8 | -1.3 | 5%[11.4 µM] | 31%[activator]
O=[N+]([O-])c1cc(C(F)(F)F)cc([N+](=O)[O-])c1Sc1n[nH]c(C(F)(F)F)n1 | 10% | 8% | 1 | -1% | 0% | 16 | 0.2 | -34% | -23%
COc1cc(NC(=O)CC(C)C)ccc1NC(=O)c1ccco1 | 5% | -9% | 1 | 0% | x | x | x | -16% | 8%
CCc1ccc(NC(=O)Nc2cnccn2)cc1 | 3% | -1% | -15 | -14% | 0% | 5 | -0.1 | -5% | 2%
Cc1ccc2nc(-c3ccccn3)oc2c1 | -11% | x | -5 | 0% | 0% | 7 | -1.2 | 5% | 36%[activator]
O=C(CSc1ccccn1)Nc1ccc(N2CCOCC2)cc1 | 2% | 5% | 10 | 0% | -3% | -6 | 0.7 | -44% | -3%
CCCCn1c(SCC(=O)Nc2cccc(OC)c2)nc2ccsc2c1=O | -4% | 4% | 5 | 3% | 0% | x | 0.9 | -6% | u
O=C(c1ccccc1-c1ccccc1)N1CCCCC1 | 0% | 9% | 0 | 1% | -12% | -1 | 1.7 | -17% | 7%
OC(COCc1ccc2c(c1)OCO2)CN1CCCCC1 (configuration not stated) | -5% | -1% | 1 | 4% | -9% | -6 | -0.5 | 14% | -13%

(continued)
structure | GRP78 ERSR act | Vif-APOBEC3F blk | LDHA block | Vif-A3G inh | ERG Ets-DNA blk | D2 antag | D2 agonist | RGS4 inhibitor | 12-LOX inh
Cc1nn(Cc2ccc([N+](=O)[O-])cc2)c(=O)n1-c1ccccc1Cl | -2% | -5% | -13 | -1% | 1% | -12 | -1.0 | 12% | -10%
C#CCn1c(/C=C/c2ccc(Cl)cc2)nc2ccccc21 | -5% | -4% | -7 | -10% | 7% | x | 1.1 | 18% | u
CCOc1ccc(Nc2c(S(=O)(=O)c3ccc(C)cc3)cnc3ccccc23)cc1 | -4% | -7% | 0 | -3% | 11% | x | 0.4 | 13% | 3%
CCOC(=O)CN(C(=O)CSc1nnc(CNc2ccc(F)cc2)n1CC)c1ccc(F)cc1 | -2% | x | -2 | 0% | -1% | 16 | -0.7 | 11% | 0%
Cc1ccc2c(c1)c(C)c(C)n2CC(O)CN1CCOCC1 (configuration not stated) | -4% | x | 7 | 0% | -9% | -6 | 0.0 | -25% | -19%
COc1ccc(C2C(=O)N(C3CCCCCC3)CC(=O)N2CCc2ccc(OC)c(OC)c2)cc1 (configuration not stated) | 2% | 0% | 3 | 1% | -1% | x | -1.0 | 0% | -13%
FC(F)(F)c1ccc(-n2cnc3ccccc32)nc1 | 6% | -10% | -9 | 2% | 0% | 5 | 0.6 | 16% | -21%
Cc1c(Cl)ccc2sc(N3CCN(C(=O)CS(=O)(=O)c4ccccc4)CC3)nc12 | -2% | 1% | 2 | 7% | 5% | x | x | -9% | -15%
O=C(CC(c1ccco1)S(=O)(=O)c1ccccc1)c1ccccc1 (configuration not stated) | 6% | 4% | 3 | 0% | 11% | 20 | -0.1 | u | 10%
CC(NC(=O)c1ccco1)c1nc(-c2ccccc2Cl)no1 (configuration not stated) | -3% | -1% | -4 | -6% | -7% | -3 | -0.8 | 12% | -3%
O=C(Nc1ccc(Cl)cc1)C1CCCC1 | -3% | -2% | 1 | 1% | -1% | 9 | -0.1 | -3% | -7%
Cc1onc(C(=O)NN)c1-c1csc(COc2ccc(Cl)cc2)n1 | -1% | -12% | 0 | -4% | 0% | 5 | 0.5 | -21% | x
Cc1nc2ccccc2c(=O)n1NC(=O)/C=C/c1ccccc1Cl | 0% | -9% | -5 | -4% | 2% | 7 | -0.5 | -11% | -11%
O=C(NCCCN1CCOCC1)C(=O)N/N=C/c1ccccc1 | -4% | -6% | -7 | -1% | -6% | -12 | 1.1 | 22%[11.4 µM] | 8%
Cc1ccccc1NC(=O)c1cccc(S(=O)(=O)Oc2ccc([N+](=O)[O-])cc2)c1 | -5% | 2% | 2 | 0% | x | -15 | 1.2 | -28% | 5%

Additional structures.
structure | GRP78 ERSR act | Vif-APOBEC3F blk | LDHA block | Vif-A3G inh | ERG Ets-DNA blk | D2 antag | D2 agonist | RGS4 inhibitor | 12-LOX inh
CC(=O)c1ccc(OCCCC(=O)Nc2ccc(C)c(S(=O)(=O)N3CCCCC3)c2)cc1 | 0% | 1% | 0 | 0% | 3% | -3 | -0.3 | -24% | 24%
CCOC(=O)c1c(NC(=O)COc2ccccc2F)sc2c1CC(C)(C)NC2(C)C | -3% | 6% | -2 | 2% | -9% | -22 | 0.3 | -4% | -21%
O=[N+]([O-])c1ccc(O)c(/C=N/Nc2nc3ccccc3[nH]2)c1 | -2% | -12% | -7 | 0% | -4% | 6 | 0.1 | -12% | 7%
COc1ccc(NC(=O)CSc2nc(-c3ccccc3)c3ccccc3n2)cc1 | -3% | -3% | 0 | -8% | -2% | x | 0.7 | -1% | -14%
Cc1ccc2nc(SCC(=O)NCc3ccccc3Cl)nc(=O)n2c1 | -4% | 3% | -2 | 0% | -4% | -11 | 0.4 | 3% | 6%
COC(=O)CC(=O)CSc1nc(C)cc(C)c1C#N | -3% | 2% | 4 | 0% | 4% | 13 | 0.6 | -45% | 0%
Cc1ccc(CNC(=O)Cn2c(=O)n(-c3ccc(Cl)cc3)c(=O)c3c(C)c(C)sc32)cc1 | 0% | -19% | -2 | -3% | -13% | x | x | -1% | -24%
Cc1csc(Nc2nc(N)c(C(=O)Nc3ccccc3)o2)n1 | 8% | 8% | -4 | -2% | -5% | 6 | -0.8 | -3% | 0%
COc1ccc(C)cc1N1CC(C(=O)Nc2ccccc2C(=O)NC2CC2)CC1=O (configuration not stated) | -2% | -5% | -1 | 2% | 15% | 0 | -1.6 | -45% | 17%
CC(=NCc1ccco1)c1c(O)n(C2CCCCC2)c(=O)[nH]c1=O | -2% | 3% | -3 | -4% | -4% | 10 | -0.6 | 3% | u
O=c1c(S(=O)(=O)c2ccccc2)cn(Cc2ccc(F)cc2)c2cc(N3CCCCC3)c(F)cc12 | -2% | -8% | 0 | -1% | 1% | x | 0.5 | -8% | -18%
O=C(O)c1ccc(NN=CC2=C(N3CCOCC3)/C(=C/c3ccccc3)CC2)cc1 | -3% | u | 0 | u | 34%[activator] | x | x | u | u
O=C(c1ccc(NC(=S)Nc2ccc(Cl)c(Cl)c2)cc1)N1CCCC1 | -4% | 1% | 2 | 0% | 0% | -3 | -0.4 | -18% | u
COc1ccc(NC(=S)N(Cc2cccnc2)Cc2cc3cc(OC)c(OC)cc3[nH]c2=O)cc1 | -1% | 10% | 1 | -3% | 6% | 8 | 3.0 | -8%[56.9 µM] | 399%[activator]
Cc1cc(C(=O)NCC(=O)OC(C)C(=O)N2CCOCC2)ccc1[N+](=O)[O-] (configuration not stated) | 0% | 0% | 1 | 0% | -1% | x | x | 18% | 5%

Additional entries follow.
structure | GRP78 ERSR act | Vif-APOBEC3F blk | LDHA block | Vif-A3G inh | ERG Ets-DNA blk | D2 antag | D2 agonist | RGS4 inhibitor | 12-LOX inh
Cc1cccn2c(=O)c(/C=N/O)c(NCc3ccccc3)nc12 | 1% | 0% | -4 | -10% | 6% | 5 | -1.1 | 20% | 174%[activator]
CCCCN1C(=O)C(=O)N(CC(=O)c2ccc[nH]2)C1=O | 1% | 8% | -3 | -1% | -16% | -8 | -0.2 | -9% | -16%
COc1cccc(CN(C(=O)COc2ccc(Cl)cc2)C2CCS(=O)(=O)C2)c1 (configuration not stated) | -3% | u | 0 | -28% | 6% | 19 | 0.2 | -39% | -18%
OC(c1ccc(OCc2ccccc2)cc1)c1nnc(-c2ccccc2)o1 (configuration not stated) | -4% | x | 0 | -2% | 4% | -12 | -0.1 | -9% | 0%
Cc1noc(NS(=O)(=O)c2ccc(NC(=O)c3ccccc3NS(=O)(=O)c3ccc(F)c(F)c3)cc2)c1C | -6% | 3% | -15 | -1% | 9% | x | x | -10% | u

The list is partial; the hit share may differ from the screen's.
